Compound activity deposited in PubChem BioAssay by several laboratories.
CAL-PDZ inh HTS: inhibitors of human CAL PDZ peptide binding; inhibition, % at 24.9 µM; Q9HD26; purified CAL PDZ, TMR-peptide fluorescence polarization, 1 h; 300,000 tested, 0.92% active; AID 602252;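 active = mean inhibition of at least 30% with at least half of replicates also reaching 30%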;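 also: 0% = DMSO neutral control and 100% = excess unlabeled competitor peptide PRC23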
OPRM1-OPRD1 ag: OPRM1-OPRD1 heterodimerization agonism; activation, % at 9.3 µM; 340,000 tested, 0.3% active; cells, luminescence; P35372+P41143; in the data active = activation above about 18%;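 also: 0% = vehicle-treated cells and 100% = reference agonist; values of inactives mirror those of a sister screen read the other way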
HTR5A ag: activates human HTR5A in OPRM1-OPRD1 agonist counter-screen. HTR5A agonist assay, luminescence, cell-based. P47898. activation, % at 9.3 µM. 340,000 tested, 0.61% active; in the data active = activation mostly above about 9.5%, no sharp cut-off; inactive = mostly below about 7.6%;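 also: 0% = cells with vehicle only and 100% = reference agonist; strong numbers were not always called active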
Target sequence (P47898 whole entry, looked up): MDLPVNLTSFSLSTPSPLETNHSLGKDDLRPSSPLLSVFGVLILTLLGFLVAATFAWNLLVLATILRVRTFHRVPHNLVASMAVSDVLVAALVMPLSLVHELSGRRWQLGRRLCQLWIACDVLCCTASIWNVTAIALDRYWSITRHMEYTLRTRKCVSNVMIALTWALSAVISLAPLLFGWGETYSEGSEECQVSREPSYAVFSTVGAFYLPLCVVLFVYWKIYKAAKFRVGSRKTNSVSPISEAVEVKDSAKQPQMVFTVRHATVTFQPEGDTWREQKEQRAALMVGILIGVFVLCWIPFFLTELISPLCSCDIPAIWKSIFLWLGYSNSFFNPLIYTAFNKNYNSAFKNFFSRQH
C-LANA FP: inhibitors of KSHV LANA C-terminal domain DNA binding | MBP-C-LANA/FAM-LBS DNA binding, fluorescence polarization | inhibition, % at 9 µM | 340,000 tested, 0.078% active | AID 504423;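 active = highest replicate inhibition at or above 60% at 9 µM, even if other replicates fall short; inactive = all replicates below 60% inhibition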;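 also: 0% = neutral control wells and 100% = 4 µM acridine orange control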
RTF Ca sens act: increases calcium sensitivity of human cardiac regulated thin filaments | P19429+P45379 | IANBD-labeled TnC RTF fluorescence at EC20 calcium; 0% EC20 calcium, 100% full calcium | activation, % at 7.2 µM | 340,000 tested, 0.24% active | AID 493008;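 active = activation above the mean over all tested compounds plus 3 SD, cut at about 30% in these data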;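 also: rise in fluorescence read as greater calcium sensitivity of cardiac thin filaments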
V-ATPase pH: yeast V-ATPase proton transport regulation by pHLuorin | S. cerevisiae, pHLuorin cytosolic pH fluorescence | response, % at 10 µM | 350,000 tested, 0.37% active; in the data active = response mostly above about 7.3%, no sharp cut-off; inactive = mostly below about 5.4%; also: actives read high; inactives centre near 0; some compounds called inactive have numbers as strong as hits; reference of the scale not given here
Cardiac RTF inh: cardiac RTF calcium desensitization; 340,000 tested, 0.12% active; AID 493244; IANBD-labeled cardiac RTF, Ca2+ fluorescence; P19429+P45379; inhibition, % at 7.15 µM;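 active = inhibition above the mean inhibition of all tested compounds plus 3 SD, cut at about 17% in these data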;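 also: assay run at fixed EC70 calcium of 1.6 mM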
OPRM1-OPRD1 inv: inverse agonist of human OPRM1-OPRD1 heterodimerization. P35372+P41143. cell-based MOR-DOR heterodimer luminescence, inverse agonism. inhibition, % at 9.3 µM. 340,000 tested, 0.21% active. AID 504357; in the data active = inhibition above about 22%, passing the limit was not always enough;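 also: 0% = cells with DMSO and 100% = wells without cells with DMSO; values of inactives mirror those of a sister screen read the other way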
HTR5A inv ag: counter-screen for OPRM1-OPRD1 inverse agonists: human HTR5A inverse agonism; P47898; HTR5A cell line, luminescence; inhibition, % at 9.3 µM; 340,000 tested, 0.083% active; in the data active = inhibition mostly above about 23%, no sharp cut-off; inactive = mostly below about 18%;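 also: 0% = cells with DMSO and 100% = no-cell wells with DMSO; some compounds called inactive have numbers as strong as hits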
Keap1 Nrf2 FP: disrupts human Keap1 binding to Nrf2 peptide | Keap1 Kelch-Nrf2 peptide fluorescence polarization, 1536-well | Q14145 | 340,000 tested, 0.15% active | inhibition, % at 9.4 µM; in the data active = inhibition above about 12%;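 also: human Keap1 Kelch domain with fluorescein labeled Nrf2 9mer peptide probe; 0% = neutral control wells and 100% = peptide positive control; higher means more block of Keap1 binding to Nrf2 peptide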
Target sequence (Q14145 whole entry, looked up, the tested form may be a part): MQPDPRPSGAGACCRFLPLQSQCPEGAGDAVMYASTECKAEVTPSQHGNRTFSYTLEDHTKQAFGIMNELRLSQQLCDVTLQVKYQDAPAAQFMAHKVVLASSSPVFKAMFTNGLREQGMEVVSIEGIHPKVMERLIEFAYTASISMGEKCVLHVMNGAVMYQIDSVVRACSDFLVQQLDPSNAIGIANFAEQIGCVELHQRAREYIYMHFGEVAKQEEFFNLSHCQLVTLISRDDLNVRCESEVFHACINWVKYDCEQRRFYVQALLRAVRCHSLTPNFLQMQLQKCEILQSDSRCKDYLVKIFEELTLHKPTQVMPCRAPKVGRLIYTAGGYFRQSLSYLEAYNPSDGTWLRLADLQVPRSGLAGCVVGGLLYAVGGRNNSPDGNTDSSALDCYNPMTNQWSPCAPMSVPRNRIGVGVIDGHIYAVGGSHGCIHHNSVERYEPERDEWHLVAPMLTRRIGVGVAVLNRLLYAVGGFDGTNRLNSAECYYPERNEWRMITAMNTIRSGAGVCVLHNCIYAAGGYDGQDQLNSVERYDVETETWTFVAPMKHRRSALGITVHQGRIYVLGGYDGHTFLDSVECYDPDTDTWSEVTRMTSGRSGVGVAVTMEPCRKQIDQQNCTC
* hit, by the source's call; x = no result given.

molecule	CAL-PDZ inh HTS	OPRM1-OPRD1 ag	HTR5A ag	C-LANA FP	RTF Ca sens act	V-ATPase pH	Cardiac RTF inh	OPRM1-OPRD1 inv	HTR5A inv ag	Keap1 Nrf2 FP
O=C1NC(=O)/C(=C/c2ccc(N3CCOCC3)o2)N1	31*	-2.0	2	2.2	8	3	-2	11	-7	1
COC(=O)CNC(=O)C(Cc1c[nH]c2ccccc12)NC(=O)Oc1ccccc1 (configuration not stated)	0	-3.4	1	0.7	-1	3	4	18	-2	2
CC(C)(O)CCC(C)(C)O	0	-3.0	2	-1.4	1	-2	4	16	-10	0
CC(C)C(=O)N1N=C(c2ccc(NS(C)(=O)=O)cc2)CC1c1cccs1 (configuration not stated)	-2	-0.7	3	-0.9	-4	-8	4	4	-7	2
O=C(CSc1nc2ccc(Nc3nc(N4CCOCC4)nc(N4CCOCC4)n3)cc2s1)Nc1ccccc1Cl	-6	-1.0	-4	-0.4	1	-8	-2	5	11	-2
COc1ccc(CNC(=O)COC(=O)/C=C/c2ccc(Cl)cc2)cc1	-4	-2.2	-3	1.5	2	-1	-13	11	10	2
COc1ccc([N+](=O)[O-])cc1NCC(=O)c1ccc(C)cc1	1	0.5	2	-1.5	3	2	-10	-2	-8	-2
CC(C)OC(=O)c1cc(C(=O)c2cc(F)ccc2O)coc1=N	-6	-0.5	9	0.4	5	1	3	3	-24	1
CN(c1ccccc1)S(=O)(=O)c1cccc(NC(=O)c2ccc(=O)[nH]n2)c1	x	-2.1	-8	0.3	-1	1	1	8	12	1
Oc1ccc(/C=C/c2ccc3ccccc3n2)cc1	69*	2.3	-5	-0.7	9	-2	-13	-13	14	-3
COc1cc(C(=O)NCC(c2cccnc2)N2CCN(c3ccccc3)CC2)cc(OC)c1OC (configuration not stated)	-2	-0.4	1	0.2	3	-5	-4	2	-3	-4
O=C(CNC(=O)c1n[nH]c2ccccc12)Nc1ccc(F)c(F)c1F	-3	0.1	1	0.6	0	0	-1	0	-1	-1
CN(C)C(CNc1ncnc2sccc12)c1cccs1 (configuration not stated)	x	1.3	3	-1.2	3	3	-11	-6	-4	0
COC(=O)c1cccc(N(C(=O)c2ccco2)C(C(=O)NC2CCCC2)c2ccco2)c1 (configuration not stated)	-2	-0.6	0	-2.8	-5	-6	0	2	-2	-2
COc1ccc(Br)cc1CNc1ccccc1	-5	3.0	7	1.1	-6	1	-1	-16	0	1
Cc1ccc(C)c(S(=O)(=O)NCCCc2ccccc2)c1	2	4.2	4	0.7	-8	-2	6	-26	1	0
CCCOc1ccc2nc(C)c(CCC)c(SC(=N)N)c2c1	x	-3.3	2	1.1	0	4	-13	16	10	1
COc1ccnc(CSC(N)=Nc2cccc(C(F)(F)F)c2)c1	-3	-1.9	5	1.3	-1	-1	0	10	-23	-2
CC1(C)CC(=O)C/C(=N/NC(=O)C2CCN(S(=O)(=O)c3cccs3)CC2)C1	1	-1.2	-2	2.0	-8	1	-12	6	5	-1
CC(C)Cc1cc(C(=O)Nc2cccc(O)c2)no1	24	-1.2	5	-0.4	-3	-4	-2	6	-22	1
Cc1cnn(Cc2ccccc2)c1N	-1	0.8	3	0.4	11	0	-3	-4	-21	-2
CC(=O)c1ccc(NC(=S)N2CCN(C(=S)Nc3ccc(C(C)=O)cc3)C(C)C2)cc1 (configuration not stated)	-5	-1.0	-1	-0.2	-1	5	3	5	2	-6
C=C(C)CNC(=S)N1CCN(C(c2ccccc2)c2ccccc2)CC1	x	0.3	3	-2.6	2	-1	-1	-1	-32	-2
Cc1nc2nc(COc3ccccc3)[nH]n2c(=O)c1Cc1ccccc1	-1	-2.5	-7	0.8	-1	-1	0	13	-5	-6
OC(CCN1CC2CCC(CC2)C1)(Cc1ccccc1)c1ccco1 (configuration not stated)	-6	3.6	0	1.8	0	-2	4	-19	1	-4
Cc1ccc(-n2c(=S)[nH]c3[nH]ncc3c2=O)cc1	-4	-3.7	-7	-0.5	2	-1	-15	19	8	-4
O=C(CN1CCc2cc3c(cc2C1)OCCCO3)Nc1cccc(Br)c1	-6	0.1	0	0.0	5	5	0	0	16	-2
CC(=O)Nc1sc2c(c1C(c1cccs1)N1CCOCC1)CCCC2 (configuration not stated)	-2	-0.5	13*	-2.6	-4	-2	-4	3	-5	-2
O=C(COc1ccc(S(=O)(=O)N2CCCCC2)cc1)N1CCOCC1	-1	-0.9	5	-1.8	-3	-1	-9	5	-1	3
Cc1sc2ncn(CC(=O)NCCCC(=O)N3CCN(c4ccccc4F)CC3)c(=O)c2c1C	-6	-1.3	-1	-0.2	3	3	-13	8	1	-2

An excerpt of these results, field by field:
Compound: CC(C)OC(=O)c1cc(C(=O)c2cc(F)ccc2O)coc1=N
  CAL-PDZ inh HTS: -6
  OPRM1-OPRD1 ag: -0.5
  HTR5A ag: 9
  C-LANA FP: 0.4
  RTF Ca sens act: 5
  V-ATPase pH: 1
  Cardiac RTF inh: 3
  OPRM1-OPRD1 inv: 3
  HTR5A inv ag: -24
  Keap1 Nrf2 FP: 1

Compound: CN(c1ccccc1)S(=O)(=O)c1cccc(NC(=O)c2ccc(=O)[nH]n2)c1
  CAL-PDZ inh HTS: x
  OPRM1-OPRD1 ag: -2.1
  HTR5A ag: -8
  C-LANA FP: 0.3
  RTF Ca sens act: -1
  V-ATPase pH: 1
  Cardiac RTF inh: 1
  OPRM1-OPRD1 inv: 8
  HTR5A inv ag: 12
  Keap1 Nrf2 FP: 1

(further entries)
Fields – CAL-PDZ inh HTS | OPRM1-OPRD1 ag | HTR5A ag | C-LANA FP | RTF Ca sens act | V-ATPase pH | Cardiac RTF inh | OPRM1-OPRD1 inv | HTR5A inv ag | Keap1 Nrf2 FP
Cc1cccc(CN2CCN(Cc3ccc4nonc4c3)CC2CCO)n1 (configuration not stated)
  5 | 2.6 | 2 | -0.7 | 0 | -1 | 1 | -13 | -15 | -1
Cc1ccc(C)c(NC(=O)CN(C)C(=O)COc2ncnc3sccc23)c1
  -1 | -1.6 | 0 | -0.6 | 10 | -2 | -9 | 9 | 12 | -7
COc1ccccc1N(CCC#N)C(=O)COC(=O)CCC(=O)c1ccc(F)cc1
  x | -2.1 | 1 | 0.2 | -1 | 2 | 0 | 8 | -5 | -3
O=C(NCc1ccccc1)c1ccc(-c2ccc(F)cc2)o1
  -4 | -1.0 | -1 | -1.0 | 9 | 1 | 8 | 5 | -10 | -5
N#CCCN1CCC(NC(=O)OCc2ccccc2)CCC1=O (configuration not stated)
  -1 | 1.6 | 6 | -4.2 | 0 | 4 | -12 | -9 | 3 | -3
CCOc1cc(/C=N/NC(=O)Cn2nc([N+](=O)[O-])cc2C)cc(Br)c1OCc1ccccc1F
  0 | 3.6 | -2 | -1.6 | 0 | 2 | -3 | -18 | -18 | 4
COC(=O)C1Cc2c([nH]c3ccccc23)CN1C(C)=O (configuration not stated)
  -3 | -2.4 | 3 | -2.6 | -5 | 1 | -1 | 12 | -10 | -1
CSc1cccc(NC(=O)C2CCN(S(C)(=O)=O)CC2)c1
  0 | -1.6 | 5 | 2.2 | 2 | 2 | 7 | 9 | 9 | 5
O=C1CSC(=S)N1/N=C/C=C/c1ccccc1
  -20 | 0.7 | 2 | 0.1 | 9 | 2 | 11 | -3 | -11 | 1
O=C(C1CCN(S(=O)(=O)c2ccccc2)CC1)N1CCCCC1
  -4 | -0.5 | 1 | 0.7 | -2 | 1 | -2 | 3 | -12 | -1
O=C(Nc1ccc(N2CCOCC2)cc1N1CCOCC1)c1ccccc1
  -5 | -2.8 | -5 | 1.7 | -11 | -1 | -7 | 14 | 18 | 4
CC(C)C(NC(=O)c1ccccc1F)C(=O)NCCCn1ccnc1 (configuration not stated)
  x | -0.3 | -7 | 1.4 | 0 | 0 | 1 | 1 | 19 | 0
O=C(NNC(=O)c1sccc1-n1cccc1)c1cccs1
  x | -3.7 | 1 | 0.7 | 2 | -1 | -3 | 19 | 5 | -3
CC(C)(C)c1ccc(C(=O)N2CCN(CCNC(=O)C(=O)Nc3ccc(F)cc3)CC2)cc1
  -20 | -0.3 | -2 | -1.3 | -3 | -1 | 0 | 1 | 5 | -8
Cc1cccc(NC(=O)c2ccc(Cl)c(S(=O)(=O)N3CCCC3)c2)n1
  0 | -2.9 | -1 | 0.6 | -2 | -1 | -1 | 15 | 10 | -8
COc1ccc(CCNC(=O)COC(=O)c2ccc([N+](=O)[O-])o2)cc1
  -3 | 1.6 | -3 | 0.3 | 0 | -1 | 4 | -6 | 20 | -5
Cc1c(C)c2cc(Cl)c(O)c(CN3CCCC(C)C3)c2oc1=O (configuration not stated)
  x | -0.1 | -2 | -0.3 | 4 | 0 | -12 | 1 | 3 | -5
CCOc1cccc(NC(=O)CSc2nc(C)c3c(c2C#N)CCCC3)c1
  -7 | -2.7 | -1 | -0.9 | 2 | 0 | -8 | 14 | -18 | -4
O=C(Cc1ccccc1[N+](=O)[O-])NCCSCc1c(F)cccc1Cl
  -7 | -1.1 | -7 | 0.6 | 0 | 1 | -10 | 6 | -15 | -6
Cc1ccccc1-c1nc(CN2CCC(C(=O)NCCCN3CCOCC3)CC2)c(C)o1
  -3 | -2.7 | 0 | -0.2 | 5 | -2 | -2 | 14 | 1 | 0
Cc1onc(-c2c(Cl)cccc2Cl)c1C(=O)NCCc1ccncc1
  -4 | -2.3 | 3 | -0.1 | 3 | -3 | -7 | 12 | 2 | -7
COc1ccc(C(=O)N2CCC(N3CCN(c4ccccc4)CC3)CC2)cc1OC
  1 | 0.8 | 7 | 0.1 | 6 | 0 | -8 | -4 | -17 | 0
CCC1Cc2c(nc(N)c3c(N)nc(N4CCCCC4)c(C#N)c23)O1 (configuration not stated)
  0 | 0.9 | 2 | 1.2 | 0 | 0 | -2 | -4 | 19 | 5
CCCSc1nc2c3c(sc2c(=O)[nH]1)CC(C)(CC)OC3 (configuration not stated)
  -3 | -0.6 | 0 | -0.3 | -2 | 1 | 7 | 3 | -6 | -1
Cc1ccc(-c2c3c(=O)n(C)c(=O)n(C)c3cn2Cc2ccccc2)cc1
  -2 | -2.2 | -2 | 1.4 | -4 | 1 | -14 | 11 | 1 | 3
C=CCNc1nc(C(=O)OCC(=O)Nc2ccccc2C(F)(F)F)cs1
  -3 | -3.9 | 3 | 2.5 | -2 | 0 | -6 | 15 | -7 | 5
CCC(C)n1ncn(-c2ccc(N3CCN(c4ccc(O)cc4)CC3)cc2)c1=O (configuration not stated)
  -1 | 1.7 | 6 | -3.3 | -2 | -2 | -9 | -9 | -27 | -2

Some of these compounds in order of length of the SMILES, low to high:
Fields – CAL-PDZ inh HTS | OPRM1-OPRD1 ag | HTR5A ag | C-LANA FP | RTF Ca sens act | V-ATPase pH | Cardiac RTF inh | OPRM1-OPRD1 inv | HTR5A inv ag | Keap1 Nrf2 FP
Cc1c(C)c2cc(Cl)c(O)c(CN3CCCC(C)C3)c2oc1=O (configuration not stated)
  x | -0.1 | -2 | -0.3 | 4 | 0 | -12 | 1 | 3 | -5
O=C(Cc1ccccc1[N+](=O)[O-])NCCSCc1c(F)cccc1Cl
  -7 | -1.1 | -7 | 0.6 | 0 | 1 | -10 | 6 | -15 | -6
COc1ccc(CCNC(=O)COC(=O)c2ccc([N+](=O)[O-])o2)cc1
  -3 | 1.6 | -3 | 0.3 | 0 | -1 | 4 | -6 | 20 | -5
